From PubChem
IDE inh – inhibitors of human insulin-degrading enzyme in cells. P14735. HEK cells, FAbetaB cleavage, fluorescence polarization. inhibition, % at 5.59 µM. hit rate 0.41% among 320,000;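 active = percent inhibition above the average of all tested compounds plus 3 SD, set per screening campaign, cut at about 16% in these data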;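 also: IDE supplied by intact live HEK cells; FP after avidin binding of uncleaved biotin substrate so inhibition keeps polarization high; 0% = DMSO wells and 100% = 60 µM reference IDE inhibitor Ii1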
CHRM5 agonist – agonists of human muscarinic M5 receptor (CHRM5) | hit rate 0.19% among 360,000 | CHO-K1 hM5 cells, Fluo-8 calcium fluorescence; 0% DMSO wells, 100% maximal acetylcholine response | P08912 | activation, % at 3 µM;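 active = activation above the run's mean over test compounds plus 3 SD, cut at about 23% in these data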;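 also: signal is peak over basal fluorescence ratio across the kinetic read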
Target sequence (P08912 whole entry, looked up): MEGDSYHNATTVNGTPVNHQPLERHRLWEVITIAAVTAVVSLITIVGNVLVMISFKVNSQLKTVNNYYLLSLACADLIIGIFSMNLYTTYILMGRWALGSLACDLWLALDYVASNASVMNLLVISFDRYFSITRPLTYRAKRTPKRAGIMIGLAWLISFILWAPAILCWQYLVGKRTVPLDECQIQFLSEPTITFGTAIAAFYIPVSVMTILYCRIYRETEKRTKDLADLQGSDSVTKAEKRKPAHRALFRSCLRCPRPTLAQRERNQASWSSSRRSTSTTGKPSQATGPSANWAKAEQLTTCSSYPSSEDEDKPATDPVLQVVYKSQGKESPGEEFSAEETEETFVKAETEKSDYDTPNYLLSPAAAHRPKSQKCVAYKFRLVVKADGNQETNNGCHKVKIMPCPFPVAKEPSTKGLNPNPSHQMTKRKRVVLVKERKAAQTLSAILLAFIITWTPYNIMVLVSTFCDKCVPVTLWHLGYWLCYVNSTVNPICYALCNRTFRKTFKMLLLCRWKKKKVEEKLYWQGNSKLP
M4 antag – blocks acetylcholine activation of human M4 receptor; P08173; CHO-hM4 cells, ACh EC80, Fluo-8 calcium fluorescence; inhibition, % at 3 µM; hit rate 0.73% among 360,000; AID 624125;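 active = inhibition above its plate's cutoff, the mean inhibition of sample wells plus 3 SD, cut at about 27% in these data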;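 also: 0% = acetylcholine EC80 with DMSO and 100% = DMSO without agonist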
M4 ag – CHRM4 agonism in calcium assay | CHO-K1 hM4/Gqi5, Fluo-8 calcium fluorescence; vehicle 0%, full acetylcholine response 100% | activation, % at 3 µM | hit rate 0.14% among 360,000 | AID 624127;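 active = activation above the run mean over all test wells plus 3 SD, cut at about 32% in these data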;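 also: peak over basal fluorescence ratio per well then scaled between controls; 0% = DMSO wells and 100% = acetylcholine at EC100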
M4 PAM – positive allosteric modulators of human muscarinic M4 receptor; CHO-K1 hM4/Gqi5, Fluo-8 calcium fluorescence, ACh EC20; 0% = ACh EC20, 100% = maximal ACh; activation, % at 3 µM; hit rate 0.4% among 360,000;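 active = activation above its plate's cutoff, the mean activation of sample wells plus 3 SD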; also: some results filed as inactive read as strong as hits
M5 antag – blocks acetylcholine activation of human M5 receptor; inhibition, % at 3 µM; CHO-hM5 cells, Fluo-8 calcium fluorescence, ACh EC80; hit rate 0.59% among 360,000;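 active = inhibition above a per-plate cutoff, the mean of that plate's test compounds plus 3 SD, cut at about 27% in these data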;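 also: 0% = acetylcholine EC80 with DMSO and 100% = DMSO without agonist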
CRFBP-R2 agonist – CRF-BP/CRF-R2 complex agonism; activation, % at 13.2 µM; hit rate 0.46% among 350,000; HEK293 CRF-R2/CRF-BP, calcium dye fluorescence (FLIPR); percent of saturating CRF peptide response;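 active = activation of at least 50%, plus an integration ratio under a set limit after plate pattern correction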;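 also: plate controls were neutral control wells without compound for no effect and CRF at EC100 for full effect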
CRFR2-BP antag – blocks CRF-induced signaling of the CRF-BP/CRF-R2 complex. HEK293 CRF-R2/CRF-BP, CRF-induced calcium fluorescence. inhibition, % at 11.8 µM. hit rate 0.59% among 350,000. AID 588475;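 active = inhibition of the ligand-induced calcium signal above about 50% at the single tested concentration, limit read from the data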
M5 PAM – CHRM5 positive allosteric modulation; P08912; CHO-K1 hM5, Fluo-8 calcium, ACh EC20 PAM; 0% = ACh EC20, 100% = ACh EC100; activation, % at 3 µM; hit rate 0.3% among 360,000; AID 624038;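 active = activation above the run cutoff, the mean activation of all test compounds plus 3 SD, cut at about 18% in these data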
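system = human M5 receptor in CHO-K1 cells | compound = one concentration, 3 µM final (nominal) | schedule = Post-acetylcholine fluorescence recording 140 s | signal = Fluo-8 calcium dye fluorescence, kinetic read | benchmarks = low control EC20 acetylcholine (0%), high control EC100 acetylcholine (100%) | repeats = singlicate, one well per test compound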
* = called active by the depositor. No enrichment for hits. Share with any hit: about 2.9%.

CC1=C(C(=O)OC(C)C)C(C)NC(=O)N1 (stereo not given) was read as IDE inh 11.6, CHRM5 agonist -2.0, M4 antag -2.3, M4 ag 0.2, M4 PAM -0.8, M5 antag -2.1, CRFBP-R2 agonist -2.3, CRFR2-BP antag 5.8 and M5 PAM 5.3.
`CCCNc1c(N)c(=O)oc2ccccc12` gave IDE inh -2.7, CHRM5 agonist -0.6, M4 antag -2.4, M4 ag 0.8, M4 PAM -1.0, M5 antag 8.1, CRFBP-R2 agonist -0.5, CRFR2-BP antag -20.2 and M5 PAM -0.1.
CCC(=O)N1CCc2cc(Br)cc(S(=O)(=O)C3(C(=O)OC)CC3)c21 was read as IDE inh 4.0, CHRM5 agonist -0.8, M4 antag -2.2, M4 ag 0.6, M4 PAM 1.6, M5 antag -0.2, CRFBP-R2 agonist -0.4, CRFR2-BP antag 0.4 and M5 PAM 2.4.
`O=C(COc1coc(CN2CCc3ccccc3C2)cc1=O)Nc1ccc(Cl)cc1` gave IDE inh 4.9, CHRM5 agonist 2.1, M4 antag -12.6, M4 ag 0.6, M4 PAM 3.5, M5 antag -6.9, CRFBP-R2 agonist -3.9, CRFR2-BP antag 11.6 and M5 PAM 4.1.
Screening CC(C)N(Cc1ccccc1)C(=O)CCS(=O)(=O)c1ccc2c(c1)oc(=O)n2C returned IDE inh 5.8, CHRM5 agonist -3.0, M4 antag 3.8, M4 ag 1.4, M4 PAM 1.1, M5 antag 9.9, CRFBP-R2 agonist 0.8, CRFR2-BP antag -1.6 and M5 PAM -3.9.

A run of entries from further up, as a working copy:
`CCCNc1c(N)c(=O)oc2ccccc12` gave IDE inh -2.7, CHRM5 agonist -0.6, M4 antag -2.4, M4 ag 0.8, M4 PAM -1.0, M5 antag 8.1, CRFBP-R2 agonist -0.5, CRFR2-BP antag -20.2 and M5 PAM -0.1.
CCC(=O)N1CCc2cc(Br)cc(S(=O)(=O)C3(C(=O)OC)CC3)c21 was read as IDE inh 4.0, CHRM5 agonist -0.8, M4 antag -2.2, M4 ag 0.6, M4 PAM 1.6, M5 antag -0.2, CRFBP-R2 agonist -0.4, CRFR2-BP antag 0.4 and M5 PAM 2.4.
`O=C(COc1coc(CN2CCc3ccccc3C2)cc1=O)Nc1ccc(Cl)cc1` gave IDE inh 4.9, CHRM5 agonist 2.1, M4 antag -12.6, M4 ag 0.6, M4 PAM 3.5, M5 antag -6.9, CRFBP-R2 agonist -3.9, CRFR2-BP antag 11.6 and M5 PAM 4.1.
Screening CC(C)N(Cc1ccccc1)C(=O)CCS(=O)(=O)c1ccc2c(c1)oc(=O)n2C returned IDE inh 5.8, CHRM5 agonist -3.0, M4 antag 3.8, M4 ag 1.4, M4 PAM 1.1, M5 antag 9.9, CRFBP-R2 agonist 0.8, CRFR2-BP antag -1.6 and M5 PAM -3.9.
